NPC1 promoter act – activators of NPC1 promoter; Potency, µM (doses to about 9.22 µM), inactives show top-dose activation, actives largely listed as activators; Huh7 NPC1 promoter luciferase reporter, 24 h; AID 485313; 2.4% of 320,000 active;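 further: % of control where 0% means no effect; nearly all actives have a fitted effect of over 60% in size; reporter is driven by a mutant NPC1 promoter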
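In 1536-well qHTS, Huh7 cells harboring an NPC1 promoter–luciferase construct received compound for 24 h; activation was quantified by luminescence following luciferase reagent addition.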
FLuc modulator – counter-screen for miR-21 project: firefly luciferase inhibitors or activators; P08659; purified FLuc, Km substrates, luminescence inhibition; Potency, µM (top dose mostly 57.5 µM), for inactives: at the top dose activity change, negative = inhibition, most hits filed as inhibitors; 6.9% of 360,000 active; AID 588342;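 further: plate controls were vehicle for no effect and reference inhibitor for full effect; nearly all actives have a fitted effect of over 55% in size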
Target sequence (P08659 whole entry, looked up): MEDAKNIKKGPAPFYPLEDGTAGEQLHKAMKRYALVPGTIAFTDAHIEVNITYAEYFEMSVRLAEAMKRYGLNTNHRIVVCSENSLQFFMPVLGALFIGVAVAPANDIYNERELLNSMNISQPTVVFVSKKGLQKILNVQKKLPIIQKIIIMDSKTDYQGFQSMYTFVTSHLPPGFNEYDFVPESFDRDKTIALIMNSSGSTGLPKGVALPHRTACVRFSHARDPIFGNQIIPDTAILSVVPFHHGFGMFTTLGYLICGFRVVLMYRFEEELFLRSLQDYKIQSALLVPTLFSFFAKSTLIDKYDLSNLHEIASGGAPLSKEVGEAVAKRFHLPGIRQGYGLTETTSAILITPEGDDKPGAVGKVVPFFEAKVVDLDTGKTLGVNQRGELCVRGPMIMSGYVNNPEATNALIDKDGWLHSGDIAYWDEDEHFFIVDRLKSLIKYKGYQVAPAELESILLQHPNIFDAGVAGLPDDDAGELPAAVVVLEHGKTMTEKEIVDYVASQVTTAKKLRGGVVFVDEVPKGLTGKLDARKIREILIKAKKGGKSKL
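Purified P. pyralis luciferase, 10 nM final, with Km-level 10 uM D-luciferin and 10 uM ATP in 50 mM Tris acetate pH 7.5, 10 mM Mg acetate, 0.01% Tween-20, 0.05% BSA; 6-point qHTS titration about 60 µM downward; luminescence read.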
Rab9 prom act – activates the Rab9 promoter; 2.8% of 320,000 active; Huh7 Rab9 promoter-luciferase reporter, luminescence, 24 h; AID 485297; Potency, µM (top dose mostly 9.22 µM), inactives show at the top dose activation, negative = inhibition, usual class: activators; further: % of control where 0% means no effect; nearly all actives have a fitted effect of over 60% in size
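Measured in stably transfected Huh7 cells bearing a Rab9 promoter–luciferase construct: 24 h compound treatment at 37 °C, followed by luminescence detection.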
uPA generation – cell surface uPA generation inhibition; cell surface uPA generation assay, qHTS; Potency, µM (series often up to 38.3 µM), inactives show top-dose activity change, negative = inhibition, usual class: inhibitors; 0.31% of 330,000 active; AID 540303; active means well fitted inhibition curve with a large enough effect; inconclusive means small, poorly fitted or top-dose-only effect; inactive means no such curve, though single readings can be large or run the other way; tested in mouse RAW 264.7 cells; further: on the % scale 0 is the no-effect control and ±100 the full control effect; nearly all actives have a fitted effect of over 55% in size
ELG1 genotoxic – genotoxicity induction in ELG1-luciferase HEK293T cells; HEK293T ELG1-luciferase reporter, luminescence, 16 h; AID 504466; 1.3% of 330,000 active; Potency, µM (top dose mostly 46 µM), for inactives: at the top dose activity change, positive = activation, hits mostly activators; further: % of control where 0% means no effect; nearly all actives have a fitted effect of over 60% in size
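Screening used a luciferase reporter fused to human ELG1 in HEK293T cells. Luminescence was read on a CCD plate imager after 16 hr exposure and 30 min ONE-Glo incubation.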
RORgamma inh – blocks mouse ROR gamma transcriptional activity | Potency, µM (highest dose often 53.6 µM), inactives show top-dose activity change, negative = inhibition, usual class: inhibitors | AID 2551 | P51450 | 5.4% of 310,000 active | Drosophila S2 Gal4-RORgamma UAS-luciferase reporter, 20 h; further: on the % scale 0 is the no-effect control and ±100 the full control effect; nearly all actives have a fitted effect of over 60% in size
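Stably transfected Drosophila Schneider cells are the test system, with ROR gamma fused to Gal4 and luciferase under UAS control; luminescence is read after 20 hr of 700 uM copper sulfate induction at ambient temperature.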
MBNL1-CUG inh – blocks human MBNL1 binding to CUG repeat RNA. AID 2675. 0.036% of 280,000 active. Q9NR56. TR-FRET MBNL1-His/biotin-(CUG)12 binding, 665/545 ratio. Potency, µM (doses to about 57.5 µM), for inactives: top-dose activity change, negative = inhibition, hits mostly inhibitors; active means well fitted inhibition curve with a large enough effect in the signal ratio, with a control signal flat, not every such curve was filed as active; inconclusive means small, poorly fitted or top-dose-only effect, or effect the other way, or a change in a side signal; inactive means no such curve, though single readings can be large or run the other way; the % refers to the signal ratio; further: on the % scale 0 is the no-effect control and ±100 the full control effect
Target sequence (Q9NR56 whole entry, looked up): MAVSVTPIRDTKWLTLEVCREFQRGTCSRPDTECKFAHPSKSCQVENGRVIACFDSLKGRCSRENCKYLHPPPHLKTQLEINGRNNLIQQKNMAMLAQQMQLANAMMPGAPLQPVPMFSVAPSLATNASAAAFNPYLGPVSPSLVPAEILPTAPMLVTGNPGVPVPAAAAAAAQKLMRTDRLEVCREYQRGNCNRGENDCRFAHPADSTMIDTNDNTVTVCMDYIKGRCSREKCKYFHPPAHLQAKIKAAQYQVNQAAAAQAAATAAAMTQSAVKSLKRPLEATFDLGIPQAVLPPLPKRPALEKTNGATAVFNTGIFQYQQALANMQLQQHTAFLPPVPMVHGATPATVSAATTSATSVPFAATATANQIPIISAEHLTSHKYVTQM
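TR-FRET readout: Ex 340 nm, 665/545 nm emission ratio, normalized to buffer-only (basal) and MBNL1-(CUG)12 controls. Complex of MBNL1-His with Biotin-(CUG)12, compounds 92 nM–58 uM, incubated 60 min at room temperature.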
BRCA1 expr act – activators of BRCA1 expression; MCF7-BRCA1-FFLuc reporter, luminescence, 48 h; response scale: scaled: vehicle 0%, 10 µM genistein 100%; Potency, µM (titrated, usually from 46.1 µM), without a hit: at the highest dose activation, usual class: activators; 1.1% of 380,000 active; further: nearly all actives have a fitted effect of over 80% in size; some results filed as inactive show a strong effect at the top dose
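Quantitative HTS in MCF7 cells stably reporting BRCA1 expression via firefly luciferase. Compound treatment lasts 48 h at 37 °C in phenol-red free MEM. Activation is expressed relative to genistein at 10 microM and DMSO.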
Gal4-VP16 FLuc – inhibits Gal4-VP16 luciferase reporter, ROR gamma counter-screen. 3.5% of 310,000 active. Drosophila S2 Gal4-VP16 UAS-luciferase, luminescence, 20 h. Potency, µM (series often up to 53.6 µM), for inactives: at the top dose activity, negative = inhibition, actives largely listed as inhibitors;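 further: Gal4-VP16 expression switched on by copper sulfate through the metallothionein promoter; on the % scale 0 is the no-effect control and ±100 the full control effect; nearly all actives have a fitted effect of over 50% in size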
p53 reactivator – restores transcriptional activity of mutant p53. 0.063% of 320,000 active. Potency, µM (doses to about 92.2 µM), without a hit: at the highest dose activity change, positive = activation, actives largely listed as activators. H1299 p53-A138V BP100-luciferase reporter, luminescence, 24 h; further: % of control where 0% means no effect; nearly all actives have a fitted effect of over 45% in size
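H1299 (p53-null), stable ts p53-A138V + BP100-Luc; 1000 cells/well, Opti-MEM/10% FBS; cpd 4 pt, 1:5; 24 h, 37 deg C, 5% CO2; detection reagent 10 min RT; luminescence.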
* marks the source's active call; other numbers are inactive results; ? = inconclusive; · = no result given; & = joins results of further samples; [ ] = another dose, or the depositor's remark. Unless noted, the call rests on the fitted dose curve; in most records, active means well fitted curve in the direction sought with a large enough effect; inconclusive means small, poorly fitted or top-dose-only effect, or another doubt; inactive means no such curve, though single readings can be large; an effect the other way counts as inactive or inconclusive. Potency means the concentration at half of the fitted maximal effect.

Sample of the layout:
SMILES | NPC1 promoter act | FLuc modulator | Rab9 prom act | uPA generation | ELG1 genotoxic | RORgamma inh | MBNL1-CUG inh | BRCA1 expr act | Gal4-VP16 FLuc | p53 reactivator
CSc1ccccc1NC(=S)Nc1ccc(S(N)(=O)=O)cc1 | -2% | 2% | -1% | 1% | -2% | ? | -6% | 10% | -8% | 0%
CC(=O)N/N=C\c1cccc(OC/C=C/c2ccccc2)c1 | 0.4µM* | 11µM* | 0.45µM* | 4% | ? | 0% | -1% | 0% | ? | 4%

The listing (from the top)
SMILES | NPC1 promoter act | FLuc modulator | Rab9 prom act | uPA generation | ELG1 genotoxic | RORgamma inh | MBNL1-CUG inh | BRCA1 expr act | Gal4-VP16 FLuc | p53 reactivator
CSc1ccccc1NC(=S)Nc1ccc(S(N)(=O)=O)cc1 | -2% | 2% | -1% | 1% | -2% | ? | -6% | 10% | -8% | 0%
CC(=O)N/N=C\c1cccc(OC/C=C/c2ccccc2)c1 | 0.4µM* | 11µM* | 0.45µM* | 4% | ? | 0% | -1% | 0% | ? | 4%
CC(C)OC(=O)CC12CN3CN(C1)CC(CC(=O)OC(C)C)(C3)C2=O | 1% | 4% | -1% | 4% | 3% | -34% | -4% | -12% | -1% | 3%
CC1(C)CC(=O)C=C(NCCN2CCN(C(=S)NC3CCCCC3)CC2)C1 | -3% | -5% | -1% | 6% | 3% | 11% | · | 1% | -2% | 1%
O=C(CCNC(=O)c1ccco1)Nc1nc2ccccc2s1 | 26% | ? | ? | 2% | 9% | · | · | 58% | · | 24%
O=C(/C=C/c1cccs1)c1ccc(Br)cc1 | -4% | 4.8µM* | 5% | -4% | 8% | 38% | 14% | 36% | 0% | 15%
Cc1cccc(Cl)c1NC(=O)N1CCCN(c2nc3ccc(Cl)cc3s2)CC1 | -18% | 0% | -31%[inhibitor] | 6% | -4% | ? | -3% | 45% | -6% | -1%
Cc1ccc(C(=O)N/C(=C\C=C\c2ccccc2)C(=O)NCc2ccco2)cc1 | 1% | -18% | -2% | 4% | -4% | ? | ? | -2% | -7% | -7%
CN(CC(=O)Nc1cccc(F)c1)C(=O)c1ccccc1Sc1ccccc1C#N | -2% | 8% | -28% | 6% | -6% | · | · | -16% | · | -6%
CC(C)C(=O)NNS(=O)(=O)c1ccccc1 | -5% | -1% | 2% | 2% | 2% | -4% | -4% | 2% | 0% | -5%
C=CCn1c(SCC(=O)NCCc2ccccc2)nc2c([nH]c3ccccc32)c1=O | -2% | 5% | 5% | -2% | ? | -9% | 5% | -27% | -5% | 16%
CN(C1CCCCC1)S(=O)(=O)c1ccc(NC(=O)Cn2nc(-c3ccc(F)cc3)ccc2=O)cc1 | 1% | -1% | -5% | -6% | 11% | 22% | -3% | -14% | -5% | -6%
O=C(Nc1ccc(S(=O)(=O)Nc2ncccn2)cc1)c1ccc(N2CCCC2=O)cc1 | -3% | -19% | -9% | -4% | 0% | 6% | -1% | 21% | -5% | -2%
O=C1CCC(C(=O)N2CCC(CO)(Cc3ccc(Cl)cc3)CC2)=NN1 | -8% | 2% | -1% | 3% | 6% | 0% | 5% | 15% | 5% | 1%
O=C1CC(=O)c2c1cccc2[N+](=O)[O-] | -3% | ? | -3% | · | -2% | 1% | ? | · | 1% | 1%
COC(=O)c1ccccc1NC(=O)CSc1ccc(C)cc1 | -2% | -14% | 7% | 5% | 1% | -22% | -8% | -2% | 7% | 3%
CN1CCN(C(=S)Nc2ccccc2Cl)CC1 | -3% | 7% | -4% | -5% | -2% | -8% | -1% | -16% | 4% | -3%
NC(=O)NC(Cc1ccccc1)C(=O)NCC1(N2CCCCC2)CCCCC1 (stereo unspecified) | 7% | 2% | 7% | -1% | 2% | -27% | -9% | -2% | -2% | 5%
CN1CCN(C(=O)c2ccc(CS(=O)(=O)c3c(Cl)cccc3Cl)o2)CC1 | -8% | 2% | 1% | 8% | 4% | 22% | -8% | 2% | -4% | 2%
CCS(=O)(=O)c1ccc2c(c1)N(S(=O)(=O)c1ccc(OC)cc1)CC(C(=O)O)O2 (stereo unspecified) | 1% | 4% | 0% | 3% | 0% | 2% | 0% | 13% | ? | 15%
CCc1ccccc1NC(=S)N(CCCN1CCN(C)CC1)Cc1cccs1 | -1% | -1% | -8% | 2% | 17% | -18% | -4% | -20% | -11%[10 µM] | 5%
Cc1ccc(N=C2C(=O)Nc3ccc(C)c(Br)c32)cc1 | 2% | 12µM* | 0% | -9% | -3% | 9% | -7% | 0% | 3% | 4%
COc1ccc(OC)c(/C=N/Nc2nncn2/N=C/c2cc(OC)ccc2OC)c1 | -9% | 15µM* | -2% | 10µM* | -2% | ? | 5%[11.5 µM] | -61% | ? | -12%
Cc1cc(SCC(=O)O)nc2ccccc12 | -3%&-2% | -4% | 2%&3% | -1%&3% | -1%&-3% | -15%&-12% | -2%&3% | 4%&0% | 3%&0% | -1%&-1%
CN(C)c1ccc(C(=O)C(O)c2ccc(C(C)(C)C)cc2)cc1 (stereo unspecified) | -6% | -3%[2.3 µM] | -1% | 2% | -4% | -15% | -5% | -58% | -1% | 0%
Cc1cc(NC(=O)CCC(=O)N(c2ccccc2)C(C(=O)NC2CCCC2)c2ccc(F)cc2)no1 (stereo unspecified) | 3% | 4% | -3% | 0% | 4% | 1% | -2% | -16% | 1% | -3%
Cc1cc(C(=O)NNC(=O)[C@H](C)NC(=O)c2ccc(Br)cc2)c(C)o1 | · | · | · | 13% | -1% | · | · | -2% | · | -3%
CN1CCNC(=O)C1CC(=O)NCCC1=CCCCC1 (stereo unspecified) | -2% | -2% | -3% | 24% | 2% | -21% | 11% | -3% | 0% | 3%
C=C[C@@H]1c2cccc(C)c2N(S(=O)(=O)c2ccc(C)cc2)[C@H](c2ccc(OC(C)=O)cc2)C1(C#N)C#N | · | · | · | ? | -4% | · | · | -25% | · | 6%
CCc1nnc(NC(=O)CSc2nnc(CCc3nc4ccccc4[nH]3)n2C)s1 | -4% | -3% | 11% | -1% | 3% | 0% | -4% | -8% | 2% | 8%
Cc1cc(C(=O)NCc2ccccc2)c(=O)[nH]c1C | -2% | -14% | 10% | -1% | ? | -1% | 6% | 0%[1.84 µM] | -12% | 6%
O=C1CCCc2nc(N3CCN(Cc4ccccc4)CC3)ncc21 | -4% | -2% | 0% | · | -10% | ? | -8% | -26% | ? | -2%
O=C(NCc1ccccn1)c1ccc(Cl)c(S(=O)(=O)Nc2ccccc2C(=O)NCc2ccccn2)c1 | -2% | -20% | -2% | -2% | 0% | ? | 5% | 19% | ? | -5%
Cc1oncc1-c1csc(-c2ccccc2Cl)n1 | -1% | ? | 12% | -34% | 15% | 22% | 6% | 75% | 6% | 14%
Cc1ccc(CCNC(=O)C2CCC(CNc3c(N4CCC(C)CC4)c(=O)c3=O)CC2)cc1 (stereo unspecified) | 1% | 2% | -1% | -8% | -1% | 0% | -29% | -2% | -8% | -3%
Cc1cc(SCC(=O)NCCCN2CCCC2=O)nc2ccccc12 | -9% | 7% | -8% | -25% | 1% | · | · | -21% | · | -12%
O=C(COc1ccc(Cl)cc1Cl)NC(=S)N1CCCc2ccccc21 | -26% | 27µM* | 4% | -15% | 3% | ? | 3% | -12% | ? | 28%
Cc1noc(C)c1COc1ccccc1C(=O)N(C)CC(=O)Nc1ccc(Cl)c(Cl)c1 | 5% | 3% | -3% | -9% | -17% | · | · | -17% | · | 4%
Cc1nnc(SCC(=O)NCc2cccs2)n1-c1ccccc1 | -2% | 5% | -5% | 2% | -3% | 4% | 2% | 0% | 0% | 1%
O=C(Cn1cnc2c(nnn2-c2ccccc2)c1=O)NCc1ccc(F)cc1 | -3% | 1% | -3% | -19% | 15% | -12% | -2% | -5% | -3% | -1%
O=C(COC(=O)c1ccccc1[N+](=O)[O-])NNC(=O)c1cccs1 | -1% | -3% | 2% | 3% | 0% | · | ? | -13% | · | ·
CC1(NC(=O)Cc2csc(-c3ccc(Cl)cc3)n2)CCS(=O)(=O)C1 (stereo unspecified) | · | · | · | -15% | 1% | · | · | -22% | · | -5%
CCN(CC)c1ccc(/C=C2\NC(=O)NC2=O)cc1 | -3% | ? | 9% | -3% | ? | 31% | ? | -21% | ? | ?
CCCc1cc(=O)[nH]c(SCC(=O)Nc2ccc(C)cc2)n1 | -1% | -9% | -1% | -19% | 2% | 25% | -2% | -13% | -9% | 3%
CN(C)S(=O)(=O)c1ccc(NC(=O)c2cc(F)c(F)cc2Cl)cc1 | 1% | -1% | 0% | 1% | 1% | ? | 14% | -16% | 0% | 1%
O=C(NC1CCCCCCC1)c1ccccc1O | 4µM* | 15µM* | 3.5µM* | 12% | 16% | ? | -17% | ? | 7% | ?
Cc1cccc(N/N=C(\C(N)=O)C2=NC(C)(C)Cc3ccccc32)c1 | -4% | 1% | -17% | 2% | -11% | 24% | -2% | -56% | -23% | -9%
Cc1ccc(S(=O)(=O)CCC(=O)OCC(=O)Nc2cc(C)on2)cc1 | 1% | 0% | -2% | -3% | -6% | -3% | -21% | 3% | -9% | -7%
Cc1cc(C)c(OCC(O)CNC(C)(C)C)c(C)c1 (stereo unspecified) | -9% | -3% | -6% | ? | -13% | -9% | -16% | -2% | -5% | 8%
Cc1cc(=O)n2[nH]cnc2n1 | -5% | -1% | -1% | 8% | 2% | -16% | -12% | -1% | 1% | 8%
